Cardio protect: protects H9c2 cardiomyocytes from peroxide injury; 360,000 tested, 0.63% active; H2O2 injury protection, ATPLite, 2 h; protection from H2O2 cell death, % at 20 µM;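 active means compounds giving at least 50% protection of heart cells from peroxide-induced death in the single-dose screen, raw or plate-pattern-corrected value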;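 further: 0% = DMSO wells with peroxide and 100% = DMSO wells without peroxide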
aDG glyco up: alpha-DG glycosylation activation; AID 624168; Pro5-aDG cells, alpha-DG glycosylation AlphaScreen (IIH6); 0% Pro5, 100% B10-LARGE cell signal; activation, % at 10 µM; 360,000 tested, 0.22% active;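 active means activation of at least 8% versus controls, or a plate z-score of at least 8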;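 further: Pro5 are CHO cells carrying HIG-tagged alpha-DG that lacks glycosylation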
N-glyco inh: N-linked glycosylation inhibition; D54 ERlucT glycosylation luciferase reporter, 24 h; percent of 100 nM tunicamycin response; reporter increase, % at 12.5 µM; 360,000 tested, 0.23% active; AID 588692;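 active means mean luciferase reporter signal, scaled so untreated is 0 and the glycosylation-blocking control 100, at or above a set limit in every replicate; inconclusive means mean reaches the limit but not every replicate does; inactive means mean below the limit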;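 further: luciferase carries N-glycosylation sites so blocking glycosylation raises the light; 0% = median of neutral control wells and 100% = median of 100 nM tunicamycin wells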
Vif imaging: HIV Vif inhibition; HEK293T cells, Vif self-association by quenched fluorescence, imaging, 24 h; inhibition, % at 7.49 µM; 340,000 tested, 0.35% active; in the data active means inhibition above about 50%, passing the limit was not always enough; inconclusive means no clear call, values can overlap the other calls; inactive means below about 31%; further: some results filed as inactive read as strong as hits
PDI turbidity: blocks human protein disulfide isomerase activity; P07237; PDI insulin aggregation turbidity, A650, 90 min; inhibition, % at 10 µM; 350,000 tested, 0.052% active; AID 588391;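 active means mean inhibition across replicates of 30% or more, whatever share of single replicates reach that level; inconclusive means mean inhibition below 30% while every single replicate reaches 30%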;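 further: absorbance from insulin aggregation driven by PDI reduction with DTT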
CaV13 FRET inh: Primary screen for inhibitors of IQ motif and Ca2+-dependent inactivation inhibitor domain binding in CACNA1D, Förster resonance energy transfer in living cells, …; HEK cells, CFP/YFP FRET ICDI-IQ, plate reader, 10 min; percent FRET-ratio fall versus neutral wells; 340,000 tested, 0.098% active; inhibition, % at 12.3 µM;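 active means mean replicate inhibition of at least 30% and at least 1% of replicates passing that level; inconclusive means only one of the two criteria is met; inactive means neither criterion is met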;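 further: 0% = median of the neutral control wells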
ABCB6 inh 2: inhibitors of human ABC transporter ABCB6. K562-ABCB6 porphyrin accumulation, flow cytometry, 1 h; active compounds read low. fluorescence ratio to DMSO, % at 10 µM. 360,000 tested, 0.19% active;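 active means fluorescence ratio to DMSO below 75%, the collection mean minus 3 SD; inconclusive means too few cells collected in the well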;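 further: signal is porphyrin accumulated inside mitochondria; 100% equals median channel fluorescence of DMSO control wells; lower ratio means ABCB6 inhibition with less porphyrin fluorescence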
Target sequence (Q9NP58 whole entry, looked up): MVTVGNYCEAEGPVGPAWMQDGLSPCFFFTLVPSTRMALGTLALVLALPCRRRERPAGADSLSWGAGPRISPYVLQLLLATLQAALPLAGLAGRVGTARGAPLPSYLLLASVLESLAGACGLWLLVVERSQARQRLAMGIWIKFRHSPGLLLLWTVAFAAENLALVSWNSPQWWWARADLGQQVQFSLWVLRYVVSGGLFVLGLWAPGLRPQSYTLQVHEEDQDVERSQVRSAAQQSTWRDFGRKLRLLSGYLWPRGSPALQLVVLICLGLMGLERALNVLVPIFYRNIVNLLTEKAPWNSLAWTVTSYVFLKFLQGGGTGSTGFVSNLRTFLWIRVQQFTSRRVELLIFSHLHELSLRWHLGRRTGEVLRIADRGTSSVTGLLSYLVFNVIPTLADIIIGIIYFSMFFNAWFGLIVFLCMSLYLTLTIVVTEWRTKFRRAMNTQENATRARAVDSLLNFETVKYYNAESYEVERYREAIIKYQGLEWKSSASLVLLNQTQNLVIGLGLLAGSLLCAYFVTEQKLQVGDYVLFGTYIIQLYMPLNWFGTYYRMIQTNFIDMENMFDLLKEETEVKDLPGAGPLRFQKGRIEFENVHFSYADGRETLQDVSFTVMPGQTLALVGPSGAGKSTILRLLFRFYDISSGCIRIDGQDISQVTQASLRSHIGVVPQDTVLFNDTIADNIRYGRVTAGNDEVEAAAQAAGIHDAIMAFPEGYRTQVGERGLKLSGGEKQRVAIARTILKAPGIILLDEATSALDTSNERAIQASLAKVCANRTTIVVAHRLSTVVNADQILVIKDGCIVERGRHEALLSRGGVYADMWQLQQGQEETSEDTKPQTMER
m5-HT2A agonist: mouse HTR2A agonism via beta-arrestin recruitment; CHO-K1 mHTR2A beta-arrestin complementation, luminescence; percent of 30 µM serotonin response; 360,000 tested, 0.66% active; activation, % at 7.6 µM;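 active means activation above a run cutoff, the mean activation of all tested compounds plus 3 SD, cut at about 14% in these data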;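 further: 0% = plate median of compound wells and 100% = 30 µM serotonin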
MC4R antagonist: human MC4R antagonism in cAMP assay | P32245 | MC4R-expressing cells, MTII-stimulated cAMP, LANCE TR-FRET | inhibition, % at 6.5 µM | 360,000 tested, 0.48% active | AID 540295;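 active means inhibition above its plate's cutoff, the mean of tested wells on that plate plus 3 SD, cut at about 29% in these data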;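 further: 0% = Melanotan II alone and 100% = Melanotan II plus saturating MCL0020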
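system = U2OS cells with stable human MC4R expression | also added = Melanotan II challenge after compound preincubation | dosing = one concentration, 6.5 µM nominal | incubation = compound 30 min, challenge 1 h, detection 1 h | measured by = TR-FRET with Eu-cAMP and labeled anti-cAMP, 671 nm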
MC4R ag barr: agonists of human melanocortin 4 receptor (MC4R) beta-arrestin; P32245; U2OS MC4R beta-arrestin complementation, luminescence; percent of melanotan II response, DMSO zero; activation, % at 8.9 µM; 360,000 tested, 0.98% active;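 active means activation above a per-plate cutoff, the mean activation of sample wells on that plate plus 3 SD, cut at about 8% in these data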
* hit, by the source's call; ? = inconclusive; . = no result given.

1	CC(C)CCNC(=O)c1cc(S(=O)(=O)N2CCC3(CC2)OCCO3)ccc1F
2	Cc1ccccc1OCC(=O)Nc1nnc(-c2ccncc2)s1
3	COCCN(C(=O)CCC(=O)Nc1cc(C)on1)C(C(=O)NC(C)(C)C)c1ccccc1Cl (centres undefined)
4	Cc1cc(=O)[nH]c(SCC(=O)N2C(C)CCCC2C)n1 (centres undefined)
5	N#Cc1ccc(/C=C(\C(=O)C(=O)O)c2ccc3ccccc3n2)cc1
6	COc1ccc(N(CC(=O)NCc2cccs2)S(=O)(=O)c2ccc(C(C)=O)cc2)cc1
7	CCC1C(=O)N=C(SCC(=O)Nc2nc3ccccc3s2)NC1=O (centres undefined)
8	CCN(CC)CCCN1C(=O)C(O)=C(C(=O)c2sc(C)nc2C)C1c1ccco1 (centres undefined)

compound no.	1	2	3	4	5	6	7	8
Cardio protect	-2	6	5	2	2	10	4	2
aDG glyco up	0.5	-0.1	0.1	0.0	-0.2	0.0	0.1	0.0
N-glyco inh	0	-1	-2	2	-8	-1	4	3
Vif imaging	-9	-1	-3	-6	-9	0	7	13
PDI turbidity	-5	-4	-9	-2	-3	-14	6	2
CaV13 FRET inh	-4	-21	-3	-4	-14	-6	-2	-8
ABCB6 inh 2	96	101	101	169	94	93	96	87
m5-HT2A agonist	-4	-2	0	0	5	1	3	6
MC4R antagonist	13	5	12	19	2	3	-5	9
MC4R ag barr	1.7	1.5	-0.7	0.2	1.9	0.5	-0.3	1.9

9	Cc1cccc(N(C)S(=O)(=O)c2c(C)[nH]c(C)c2C(=O)N2CCCC2)c1
10	O=C(CN1c2ccccc2Sc2ccccc21)NNC(=O)Nc1ccc(Cl)cc1
11	Cc1ccnc(SCC(=O)NC2CCCCCC2)n1
12	O=C(CSc1nnc(NC(=O)C2CCC2)s1)Nc1ccccc1F
13	Cc1ccc(NC(=O)Cn2nc(C(=O)O)c3ccccc3c2=O)cc1S(=O)(=O)N1CCOCC1
14	NC(=O)C1(N2CCCCC2)CCN(C(=S)Nc2ccc(Cl)cc2)CC1
15	CC(C)(C)C(=O)Nc1nc2c(s1)CN(Cc1ccccc1)CC2
16	CCCC(=O)NCc1nc2ccccc2n1C

compound no.	9	10	11	12	13	14	15	16
Cardio protect	0	1	1	-6	35	-4	3	4
aDG glyco up	-0.1	0.0	0.3	0.1	-0.3	0.0	-0.3	-0.3
N-glyco inh	0	18	-1	2	2	-2	-2	0
Vif imaging	-5	2	2	0	-5	-7	7	-1
PDI turbidity	-7	8	7	-5	-9	5	10	8
CaV13 FRET inh	-5	-17	-5	-5	-3	-5	?	-7
ABCB6 inh 2	97	95	95	99	97	95	108	99
m5-HT2A agonist	3	-2	11	7	-1	0	-1	1
MC4R antagonist	13	5	-5	0	25	-1	15	-6
MC4R ag barr	-2.0	2.7	-0.9	-1.2	1.6	0.7	-1.0	-1.9

17	CN(C)N1C(N)=C(C#N)C(c2cccc([N+](=O)[O-])c2)C2=C1CC(C)(C)CC2=O (centres undefined)
18	CC1(C)Cc2c(sc(NC(=O)COc3ccc(Cl)cc3)c2C(N)=O)C(C)(C)N1
19	COc1ccccc1N1CCN(C(=O)c2ccc([N+](=O)[O-])s2)CC1
20	Cn1c(SCC(=O)c2ccc(F)cc2)nnc1-c1cccnc1
21	Cc1ccc(S(=O)(=O)N2CCC(O)(c3cccnc3)CC2)cc1
22	Cc1cccc(NC(=O)CCn2nc(C)cc2C)c1
23	COc1cccc(C(=O)Nc2ccc(NC(=O)c3ccco3)nc2)c1
24	COc1ccccc1C(=O)NCC(=O)N1CC=C(c2ccccc2)CC1

compound no.	17	18	19	20	21	22	23	24
Cardio protect	1	-2	3	8	-3	10	2	-6
aDG glyco up	0.1	2.0	1.7	0.2	0.1	-0.2	0.2	0.2
N-glyco inh	0	-2	6	4	1	2	-1	0
Vif imaging	-10	12	0	2	-2	11	.	7
PDI turbidity	-14	2	4	1	4	-1	2	-9
CaV13 FRET inh	-5	-6	-2	2	-8	.	.	-3
ABCB6 inh 2	107	94	97	102	100	93	117	95
m5-HT2A agonist	1	1	1	-1	5	5	4	-5
MC4R antagonist	10	-6	0	18	-6	2	6	10
MC4R ag barr	0.2	-0.5	-0.5	-1.6	-2.4	-1.7	-1.0	0.0

25	Cc1nc2cc3nc(C)sc3cc2s1
26	Cc1oc2ccc(NS(=O)(=O)c3cccc4cccnc34)cc2c1C(=O)OC(C)C
27	CCN(C(=O)Cc1c(C(=O)O)[nH]c2ccccc12)c1ccc(OC)cc1
28	NS(=O)(=O)c1ccc(CCNC(=O)CCCCCn2c(=S)[nH]c3ccc(Br)cc3c2=O)cc1
29	CC(Oc1ccc(Br)cc1)C(=O)NCc1ccccn1 (centres undefined)
30	CCOC(=O)C(C)Sc1nc2c(c(=O)[nH]c(=O)n2C)n1CCc1ccccc1 (centres undefined)
31	COc1ccc(CNC(=O)CC[C@H]2O[C@@H](n3ccc(=O)[nH]c3=O)[C@H](O)[C@@H]2O)cc1
32	Cc1cc(-c2cccnc2)c(C#N)c(SCc2cccc(F)c2)n1

compound no.	25	26	27	28	29	30	31	32
Cardio protect	-16	-6	2	28	6	1	-4	3
aDG glyco up	0.0	0.4	-0.5	0.0	-0.1	0.1	0.3	0.4
N-glyco inh	2	-3	0	-1	-1	1	2	-7
Vif imaging	1	-4	3	24	-3	.	10	.
PDI turbidity	-6	-4	-4	2	-8	-7	.	-2
CaV13 FRET inh	.	-3	.	-6	-3	-7	-3	-10
ABCB6 inh 2	98	95	85	90	91	91	88	95
m5-HT2A agonist	-1	-2	4	-5	0	-3	3	-6
MC4R antagonist	7	6	-3	7	-2	12	.	-39
MC4R ag barr	0.0	-2.6	-0.3	3.8	3.8	0.6	.	5.7

33	O=C(CSc1nc2[nH]ncc2c(=O)[nH]1)Nc1cccc(Cl)c1
34	Cc1ccc(NC(=O)CCN2C(=O)C3CCCCC3C2=O)c(O)c1 (centres undefined)
35	O=C(OC1CCOC1=O)c1ccccc1C(=O)c1ccc(Cl)c([N+](=O)[O-])c1 (centres undefined)
36	CCOC(=O)C1=C(C)NC(C)=C(C(=O)OCC)C1C(=O)OCC(=O)N1CC(C)OC(C)C1 (centres undefined)
37	COc1ccc(CNC(=O)[C@H](Cc2ccccc2)NC(=O)C2CCN(C(=O)[C@H](C)N)CC2)cc1
38	CCOC(=O)C1(C)C=C(Nc2ccc(NC(C)=O)cc2)C(=O)N1c1ccc(NC(C)=O)cc1 (centres undefined)
39	C[C@@H]1CN([C@@H](C)CO)C(=O)c2cc(N(C)C)ccc2O[C@@H](C)CCCCO[C@@H]1CN(C)Cc1ccc2c(c1)OCO2
40	CCOc1cc(C(=O)NCC2CCCO2)cc(OCC)c1OCC (centres undefined)

compound no.	33	34	35	36	37	38	39	40
Cardio protect	1	3	-1	4	-2	3	4	13
aDG glyco up	-0.1	0.1	0.0	0.2	6.2	0.0	0.1	-0.2
N-glyco inh	-1	0	4	1	-1	-1	3	1
Vif imaging	-8	11	50	8	4	-2	1	10
PDI turbidity	6	1	28	2	.	2	4	1
CaV13 FRET inh	.	-6	.	-2	.	-16	-1	-8
ABCB6 inh 2	102	98	97	99	99	91	95	99
m5-HT2A agonist	-4	-7	3	2	2	-2	3	-4
MC4R antagonist	9	6	23	10	2	14	18	6
MC4R ag barr	0.8	0.0	0.4	-0.6	1.2	-0.3	1.8	-1.5

41	O=C(N=C1c2ccccc2CN1c1ccc(F)cc1)c1ccc(Cl)nc1
42	O=C(NC1CCCCC1)C(c1ccco1)N(C(=O)c1csnn1)c1cccc(Cl)c1 (centres undefined)
43	COCC(C)n1c(C)cc(C(=O)CSc2cc(C)c3ccccc3n2)c1C (centres undefined)
44	C/C(CCC(C)C)=N\NC(=O)COc1ccccc1-c1ccccc1
45	N=c1c2c(ncn1Cc1ccco1)Oc1ccc3ccccc3c1C2c1ccccc1 (centres undefined)
46	COc1ccc(/C=C/c2nc(S(=O)(=O)c3ccccc3)c(N(C)C)o2)cc1OC
47	N/C(=N\N=C\c1ccnc2ccccc12)SC1CC(=O)N(c2ccc(Br)cc2)C1=O (centres undefined)
48	N#CC1=C(SCc2ccccc2)NC(=O)CC1c1ccco1 (centres undefined)

compound no.	41	42	43	44	45	46	47	48
Cardio protect	2	-4	-12	-4	-21	9	-8	-1
aDG glyco up	0.1	-0.1	0.1	-0.4	1.1	-0.2	-0.2	0.2
N-glyco inh	4	-2	-3	0	0	-3	-1	0
Vif imaging	2	-3	-2	1	-5	?	4	-9
PDI turbidity	-2	-10	3	-7	1	1	-2	-2
CaV13 FRET inh	-3	-7	-5	-1	-4	-16	.	-5
ABCB6 inh 2	100	103	94	99	95	101	109	99
m5-HT2A agonist	-6	-6	4	-4	-5	4	-3	-1
MC4R antagonist	15	6	7	-24	-4	-4	9	1
MC4R ag barr	-2.2	-0.1	-1.1	-1.0	-1.2	-1.9	-1.8	-3.3

49	COC(=O)c1ccc(CNC(=O)CCNC(=O)c2ccco2)cc1
50	Cc1ccc2c(C)c(C(=O)NCCc3ccco3)oc2c1C
51	C/C(=N/NC(=O)CNC(=O)Cc1ccccc1)c1ccc(Cl)cc1
52	O=[N+]([O-])c1ccc(OCCCCN2CCc3ccccc3C2)cc1
53	COc1ccc(NC(=O)C2CCCN(S(=O)(=O)c3cccnc3)C2)cc1 (centres undefined)
54	NC(=O)c1cc([N+](=O)[O-])c(Cl)cc1NCc1ccccn1
55	COc1ccc(-c2nnc(SCC(=O)NC(C)c3ccccc3)o2)cc1OC (centres undefined)

compound no.	49	50	51	52	53	54	55
Cardio protect	4	-5	-2	2	8	-7	-1
aDG glyco up	0.0	0.1	0.0	0.0	0.0	1.0	-0.2
N-glyco inh	2	2	1	-1	-1	2	2
Vif imaging	9	-2	1	19	6	.	-19
PDI turbidity	6	-5	3	-2	-2	2	12
CaV13 FRET inh	-7	-5	-21	10	1	-5	-6
ABCB6 inh 2	98	99	91	97	87	102	98
m5-HT2A agonist	-11	1	1	-10	1	1	3
MC4R antagonist	5	1	4	5	3	13	1
MC4R ag barr	-0.1	0.2	-1.8	-0.6	0.3	-0.3	-1.6
